SV40 large T antigen: SV40 large T antigen inhibitors, biochemical (AID 1903); SV40 large T antigen ATPase/helicase inhibition assay; higher % means a stronger effect; inhibition, % at 20 µM; hits with a dose series show IC50 in µM; 310,000 tested, 0.39% active; in the data active = a potency from the dose series; also: strong numbers were not always called active
PhoP inhibition: inhibitors of PhoP regulon expression, primary screen, Salmonella Typhimurium, GFP reporter (AID 1863). S. Typhimurium PhoP-regulated promoter GFP reporter, 4 h; higher % means a stronger effect. inhibition, % at 50 µM; hits with a dose series show IC50 in µM. 300,000 tested, 0.16% active;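 active = inhibition over 29.93%, a cutoff 3 SD above the screen mean, later confirmed by dose response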;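 also: 0% = low Mg2+ inducing control and 100% = high Mg2+ repressing control; strong numbers were not always called active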
PMI inhibition: human PMI inhibitors, high substrate, primary screen, biochemical, fluorescence intensity, high mannose 6-phosphate (AID 1220). Mannose-6-phosphate isomerase (Homo sapiens). recombinant PMI enzyme, coupled fluorescence intensity; higher % means a stronger effect. inhibition, % at 20 µM, or IC50 in µM where a hit was titrated. 190,000 tested, 0.66% active
RSV CPE inhibition: RSV antiviral activity via CPE protection, HEp-2 cells, primary 10 µM value included (AID 2391) | HEp-2 cells, RSV-induced CPE inhibition; higher % means a stronger effect | one-dose CPE inhibition, % at 10 µM; IC50 in µM for titrated hits | 310,000 tested, 0.13% active; in the data active = a potency from the dose series; also: strong numbers were not always called active
Ins promoter up: insulin promoter activators in MIN6 cells, imaging, high-content screening, mouse beta cells; z-score at 5 µM; 190,000 tested, 0.3% active; MIN6 insulin promoter-GFP reporter; active compounds read high;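 active = z-score above 3 at 5 µM with at least 500 cells counted in the well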
CSM14.1 death rescue: rescue of cells from ER stress-induced death, primary screen, 384-well, CSM14.1, thapsigargin, ATP luminescence (AID 1222) | 190,000 tested, under 10 active | CSM14.1 thapsigargin-induced death rescue, ATP luminescence; higher % means a stronger effect | cellular ATP content (survival), % at 20 µM; hits with a dose series show EC50 in µM;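 active = EC50 below 50 µM in the dose-response confirmation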;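 also: death triggered by thapsigargin at about 15 µM added after 2 h compound pretreatment; cell ATP read after overnight thapsigargin exposure of roughly 18 to 22 hours; normalized against plate controls of thapsigargin alone and 5% DMSO vehicle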
TNAP activation fold: human TNAP enzyme activators, primary screen, biochemical, luminescent, no phosphate acceptor, uHTS (AID 1001); Alkaline phosphatase, tissue-nonspecific isozyme (Homo sapiens); purified TNAP, luminescent activation assay, no phosphate acceptor; higher activation fold means a stronger effect; activation fold at 20 µM; hits with a dose series show EC50 in µM; 200,000 tested, 0.03% active; in the data active = activation fold from about 3, or a potency from the dose series; inactive = the rest, 99 in 100 with activation fold below about 1.6; also: many of its hits are not listed in these tables
West Nile virus CPE: West Nile virus antiviral activity, cell-based, CPE readout (AID 1621). West Nile virus-infected cells, CPE inhibition; higher % means a stronger effect. 290,000 tested, 0.02% active. one-dose CPE inhibition, % at 10 µM; IC50 in µM for titrated hits; in the data active = a potency from the dose series; also: strong numbers were not always called active
PMI inhibitors: inhibitors of human PMI, primary screen, biochemical, fluorescence intensity, coupled assay (AID 1209); Mannose-6-phosphate isomerase (Homo sapiens); purified PMI enzyme, coupled fluorescence intensity; higher % means a stronger effect; one-dose inhibition, % at 20 µM; IC50 in µM for titrated hits; 190,000 tested, 0.42% active;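 also: plate controls were DMSO vehicle for no effect and wells lacking substrate for full effect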
Ins promoter up cell count: also measured in Ins promoter up; calls as there; cell count; measured here: cytotoxicity, nuclei count;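 total cells summed across four imaged fields per well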
An asterisk follows results filed as active; x = not tested or not shown. Rule as the data show it, unless noted: active = inhibition above about 50%; inactive = the rest. Compounds as they come (roughly 1.5% active in at least one column).

SMILES	SV40 large T antigen	PhoP inhibition	PMI inhibition	RSV CPE inhibition	Ins promoter up	Ins promoter up cell count	CSM14.1 death rescue	TNAP activation fold	West Nile virus CPE	PMI inhibitors
COc1ccc(N2CCN(c3ncnc4c3cnn4-c3ccc(C)cc3C)CC2)cc1	28%	4%	15%	14%	-0.11	1155	x	1.1	-0.9%	16%
O=C(NC(=S)Nc1cccc(NC(=O)c2ccccc2)c1)c1cccc([N+](=O)[O-])c1	9%	4%	2%	-0.2%	-0.53	1285	0.3%	1	-0.1%	17%
Cc1ccc(C(NC(=O)N2CCOCC2)C(Cl)Cl)cc1F (centres undefined)	8%	-1%	-38%	0.9%	0.81	1485	-2.4%	1.1	-0.3%	-16%
Cc1c(Cl)cccc1N1C(=O)CC(NNC(=O)c2cccnc2)C1=O (centres undefined)	3%	-4%	9%	0.3%	0.04	1484	-0.1%	1	0.4%	10%
CCCn1cc(SCC(=O)Nc2cc(C)on2)c2ccccc21	29%	-7%	x	2.3%	x	x	x	x	-0.1%	x
O=C1C2CC=CCC2C(=O)N1c1ccc(NCCc2ccc(O)cc2)c([N+](=O)[O-])c1 (centres undefined)	12%	1%	14%	6.4%	0.08	1079	-2.2%	0.9	-1.4%	11%
CCOc1ccccc1NC(=O)c1ccc(-n2cncn2)nc1	6%	2%	0%	0.5%	-0.09	1564	-0.7%	1.1	0.2%	8%
CCC(=O)Nc1c(C(=O)N2CCCCCC2)cnn1-c1ccc(C)c(C)c1	3%	-14%	1%	0.2%	0.08	1216	2.2%	1	-1.0%	2%
Cc1ccc(C(=O)N/C(=C\c2cccs2)C(=O)N2CCN(C)CC2)cc1C	2%	-1%	x	0.1%	x	x	x	x	-0.4%	x
N#Cc1cc(-c2ccccc2)c[nH]c1=O	1%	9%	1%	4.7%	0.35	1696	-1.8%	0.9	-0.3%	6%
CCOC(=O)c1ccc2c(c1)nc(SCC(=O)N1CCOCC1)n2CC	-3%	-7%	-4%	2.3%	-0.71	1612	-1.8%	1.1	-0.1%	0%
CCOc1cc(C(=O)NCc2ccccc2)ccc1OCC(=O)N1CCOCC1	5%	17%	6%	0.7%	-0.25	1387	0.3%	1.1	-0.3%	1%
CCN(CC)S(=O)(=O)c1ccc(Cl)c(C(=O)NC)c1	-2%	-6%	-9%	-0.2%	0.27	1269	3.2%	1.1	0.6%	-2%
CC(C)N(C(=O)CSc1nc2ccccc2n1Cc1ccc(F)cc1)C(C)C	6%	4%	16%	-0.6%	x	x	-0.1%	1	-1.1%	11%
Cc1c(Cl)c([N+](=O)[O-])nn1CC(=O)N1CCN(C23CC4CC(CC(C4)C2)C3)CC1	13%	14%	x	-0.7%	x	x	x	x	-1.3%	x
O=C(NCc1ccccc1Cl)c1cnn2cccnc12	7%	7%	-2%	1.7%	0.04	1347	3.0%	1	0.1%	2%
COc1cccc(-c2cc(C(=O)Nc3ccncc3)c3ccccc3n2)c1	18%	3%	x	18%	x	x	x	x	-0.6%	x
CCC1(CC)C(=O)C2=C3C1[C@H](C(=O)OC)C=C(C(=O)OC)C[C@H]3[C@H]1C(=O)N(CC(=O)OC)C(=O)[C@H]1[C@H]2C (some centres undefined)	22%	-7%	x	1.8%	x	x	x	x	0.1%	x
Cc1ccc(S(=O)(=O)c2c(C)cc(C)[nH]c2=O)cc1	5%	-5%	x	0.6%	x	x	x	x	0.5%	x
CCCn1c(CNc2ccccc2O)nc2ccccc21	12%	17%	35%	-0.8%	-0.29	1274	0.6%	0.8	-0.6%	46%
Cc1cc(C)nc(N/N=C/C2=C(N3CCOCC3)C(=C/c3ccccc3)/CC2)n1	16%	2%	11%	3.8%	-0.73	931	-0.8%	1	-0.9%	1%
O=C(O)c1ccc2c(c1)C(=O)N(c1ccc(OCc3ccccc3)cc1)C2=O	-8%	7%	x	-0.5%	x	x	x	x	-0.4%	x
Nc1nc2c3ccccc3nc(C3CC3)n2n1	3%	-2%	2%	6.3%	-0.17	1369	-3.6%	1.1	-0.2%	5%
O=c1nc2n(c3c4c(sc13)CCC4)CCC2	10%	6%	5%	2.8%	1.6	808	-0.5%	1.1	0.6%	14%
O=C(COc1ccc(/C=N/NC(=O)c2ccncc2)cc1)Nc1ccccc1	2%	8%	x	1.7%	x	x	x	x	0.0%	x

The list goes on, overlapping the part above by five compounds.
SMILES	SV40 large T antigen	PhoP inhibition	PMI inhibition	RSV CPE inhibition	Ins promoter up	Ins promoter up cell count	CSM14.1 death rescue	TNAP activation fold	West Nile virus CPE	PMI inhibitors
Cc1cc(C)nc(N/N=C/C2=C(N3CCOCC3)C(=C/c3ccccc3)/CC2)n1	16%	2%	11%	3.8%	-0.73	931	-0.8%	1	-0.9%	1%
O=C(O)c1ccc2c(c1)C(=O)N(c1ccc(OCc3ccccc3)cc1)C2=O	-8%	7%	x	-0.5%	x	x	x	x	-0.4%	x
Nc1nc2c3ccccc3nc(C3CC3)n2n1	3%	-2%	2%	6.3%	-0.17	1369	-3.6%	1.1	-0.2%	5%
O=c1nc2n(c3c4c(sc13)CCC4)CCC2	10%	6%	5%	2.8%	1.6	808	-0.5%	1.1	0.6%	14%
O=C(COc1ccc(/C=N/NC(=O)c2ccncc2)cc1)Nc1ccccc1	2%	8%	x	1.7%	x	x	x	x	0.0%	x
CCn1c(=O)ccc2cc([N+](=O)[O-])ccc21	12%	-1%	7%	2.0%	-1.1	1441	2.9%	1.1	-0.7%	9%
O=C(Nc1c(Cl)cc(Cl)cc1C(=O)NCc1cccnc1)c1ccc(Cl)cc1Cl	9%	0%	15%	-0.1%	-0.36	1289	-0.5%	1.1	-0.5%	2%
S=C(NCCN1CCOCC1)Nc1ccc(Cl)cc1	19%	3%	-4%	2.5%	-0.42	1334	-1.4%	1	-0.5%	-7%
Cc1ccc(CC(CC(=O)O)C(=O)NCc2ccccc2)cc1 (centres undefined)	3%	-8%	-6%	3.0%	0.1	1472	-2.5%	1.2	-0.1%	12%
COC(=O)[C@@H](NC(=O)Nc1ccccc1F)C(C)C	11%	8%	12%	0.1%	-0.04	1412	0.3%	1.1	0.4%	14%
Cc1ccc(C)c(S(=O)(=O)NC(CC(C)C)C(=O)O)c1 (centres undefined)	8%	13%	-4%	0.3%	0.21	1412	21%	1.1	x	-6%
O=C(Nc1ccc(F)cc1)C(=O)c1cn(CC(=O)N2CCOCC2)c2ccccc12	10%	1%	x	2.3%	x	x	x	x	0.2%	x
CCCc1cc(NC(=O)CCl)n(-c2ccccc2)n1	5%	2%	-1%	1.6%	x	x	1.1%	1.1	-0.5%	-2%
Cn1ccnc1SCC(=O)N(C1CCCCC1)C1CCCCC1	4%	2%	6%	-0.3%	0.76	805	-1.1%	1	-0.4%	10%
Cc1ccc(-c2onc3ccc(C(=O)O)cc23)cc1	5%	-2%	x	3.0%	x	x	x	x	-0.6%	x
Cc1ccccc1NC(=O)c1[nH]cnc1C(=O)NN	10%	-1%	x	2.3%	x	x	x	x	-0.6%	x
Cc1ccc(NC(=O)N2CCCC(c3ccccc3)C2)cc1 (centres undefined)	6%	2%	x	13%	x	x	x	x	-0.9%	x
CCC(=O)Nc1ccc(C(=O)Nc2cccc(C)n2)cc1	11%	-6%	-8%	2.1%	x	x	-0.6%	1	0.0%	3%
O=C(CNC(=O)c1ccccc1F)NCCc1ccc(Cl)cc1	4%	4%	x	0.4%	x	x	x	x	-0.3%	x
COc1cc(CCC(=O)Nc2nccs2)cc(OC)c1OC	-6%	-3%	x	3.1%	x	x	x	x	0.6%	x
CC1CCN(C(=O)C2(NC(=O)Nc3cccc(F)c3)CCCCC2)CC1	5%	2%	-12%	-1.1%	0.14	1329	-2.3%	1.4	0.1%	-10%
C=CCNC(=S)N1CCN(Cc2ccc3c(c2)OCO3)CC1	8%	-6%	x	-0.6%	x	x	x	x	-0.6%	x
CC(=O)Nc1nc(-c2ccc3ccccc3c2)cs1	8%	-2%	x	13%	x	x	x	x	1.1%	x
CC(C)(C)NC(=O)c1sccc1C(=O)O	27%	2%	x	1.1%	x	x	x	x	0.2%	x
Cc1cc(C)n(CC(O)CN(c2cccc([N+](=O)[O-])c2)S(=O)(=O)c2ccccc2)n1 (centres undefined)	7%	8%	5%	0.3%	-0.77	1354	1.5%	1	-0.9%	11%
Cc1ccc(Cl)cc1NC(=S)N(Cc1cccs1)C1CCCC1	25%	4%	4%	1.7%	0.47	1235	-0.3%	1.2	-0.3%	7%
COc1ccc(N2CCN(C(=O)c3cccc(F)c3)CC2)c([N+](=O)[O-])c1	13%	-3%	12%	4.2%	-0.61	1540	0.1%	1.1	-1.4%	14%
CCN(CC)S(=O)(=O)c1ccc(OC(C)C)c(NC(=O)c2c3c(nc4ccccc24)CCN(Cc2ccccc2)C3)c1	-15%	14%	12%	3.8%	-0.2	1266	-0.9%	1	-0.6%	4%
CCc1nc(SCC(=O)Nc2ccccc2C)n[nH]1	6%	3%	x	0.7%	x	x	x	x	-0.8%	x
Nc1ccc(NS(=O)(=O)c2ccccc2)cc1	33%	9%	-1%	0.7%	0.06	1152	0.3%	1	1.7%	-8%

Continued:
SMILES	SV40 large T antigen	PhoP inhibition	PMI inhibition	RSV CPE inhibition	Ins promoter up	Ins promoter up cell count	CSM14.1 death rescue	TNAP activation fold	West Nile virus CPE	PMI inhibitors
Cc1nc(C)c(C(=O)NNC(=O)c2ccc(Br)cc2)s1	15%	-13%	-4%	3.1%	2.2	1475	-2.7%	1.1	-0.3%	7%
O=C(O)c1[nH]c2ccccc2c1C=NCc1ccccc1Cl	26%	-5%	-5%	0.4%	-0.61	1294	-1.3%	1	0.3%	-4%
CCO[C@@H]1OC(C(=O)NC2CC2)=C[C@H](c2ccc3c(c2)OCO3)[C@H]1CCCO	3%	-3%	3%	3.0%	-0.75	1318	-1.3%	1.1	0.2%	6%
CC(=O)c1ccc(N2CCN(C(=O)C3CCCN(S(=O)(=O)c4c(C)[nH]c(=O)[nH]c4=O)C3)CC2)cc1 (centres undefined)	20%	1%	-3%	-0.6%	-0.03	1199	-2.1%	1.1	-0.1%	-8%
Nc1nc(NCCCN2CCOCC2)nc(Nc2ccccc2)c1[N+](=O)[O-]	16%	5%	0%	1.4%	-0.28	1310	-1.1%	1.1	0.7%	-4%
CCC(C)c1ccccc1OCCOCCN1CCCC1 (centres undefined)	5%	-2%	-8%	0.2%	0.67	1225	-0.1%	1.1	-1.2%	-2%
Fc1cccc2sc(Nc3nnc(-c4ccccc4)o3)nc12	24%	-13%	-1%	7.1%	x	x	-8.1%	44µM*	0.2%	0%
O=C(O)c1cc2ccc3ccccc3c2[nH]1	19%	-20%	-18%	-0.4%	1.4	874	-1.1%	1.1	0.5%	-4%
O=C(NNc1ccccc1C(F)(F)F)c1cccs1	6%	-4%	x	1.2%	0.43	1519	x	x	-0.4%	x
CC(=O)Nc1nc(CC(C)C)cc(-c2ccco2)c1C#N	12%	-21%	-3%	0.8%	-0.22	1311	4.2%	1.1	-0.2%	3%
CC(C)N1CCN(Cc2ccc(OC3CCCC3)cc2)CC1CCO (centres undefined)	10%	-2%	x	-0.6%	x	x	x	x	-1.1%	x

Two entries picked at random from those above, as already listed:
SMILES	SV40 large T antigen	PhoP inhibition	PMI inhibition	RSV CPE inhibition	Ins promoter up	Ins promoter up cell count	CSM14.1 death rescue	TNAP activation fold	West Nile virus CPE	PMI inhibitors
O=C(O)c1cc2ccc3ccccc3c2[nH]1	19%	-20%	-18%	-0.4%	1.4	874	-1.1%	1.1	0.5%	-4%
O=C(NNc1ccccc1C(F)(F)F)c1cccs1	6%	-4%	x	1.2%	0.43	1519	x	x	-0.4%	x

High-throughput results from PubChem BioAssay.
